PHOSPHO1 inh = blocks human PHOSPHO1 phosphatase activity; hit rate 1.1% among 290,000; inhibition, % at 13.3 µM; recombinant PHOSPHO1, absorbance phosphatase assay; AID 1565; in the data active means inhibition above about 60%
CHRM4 PAM = CHRM4 positive allosteric modulation | P08173 | activation, % at 3 µM | hit rate 0.4% among 360,000 | CHO-K1 hM4/Gqi5, Fluo-8 calcium fluorescence, ACh EC20; 0% = ACh EC20, 100% = maximal ACh;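 active means activation above its plate's cutoff, the mean activation of sample wells plus 3 SD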; further: some results filed as inactive read as strong as hits
Target sequence (P08173 whole entry, looked up): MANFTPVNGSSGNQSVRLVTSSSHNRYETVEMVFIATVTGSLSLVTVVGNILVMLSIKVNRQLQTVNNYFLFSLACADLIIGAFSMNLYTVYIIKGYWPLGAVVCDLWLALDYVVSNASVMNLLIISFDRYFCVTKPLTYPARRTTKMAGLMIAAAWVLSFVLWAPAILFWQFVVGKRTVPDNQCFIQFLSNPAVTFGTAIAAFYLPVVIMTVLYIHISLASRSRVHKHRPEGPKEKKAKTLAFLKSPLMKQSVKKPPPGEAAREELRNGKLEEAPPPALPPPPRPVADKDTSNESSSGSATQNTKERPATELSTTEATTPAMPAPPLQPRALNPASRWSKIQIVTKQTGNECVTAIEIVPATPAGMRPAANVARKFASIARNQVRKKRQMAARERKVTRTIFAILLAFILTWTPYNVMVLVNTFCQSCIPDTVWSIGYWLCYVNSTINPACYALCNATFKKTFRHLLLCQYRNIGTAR
IDE act = activators of human insulin-degrading enzyme in cells | activation, % at 5.96 µM | HEK cells, FAbeta-B cleavage, fluorescence polarization; 0% vehicle, 100% cell-free pure enzyme wells | hit rate 0.073% among 340,000 | AID 493087;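 active means activation above the mean of all tested compounds plus 3 SD, set per screening campaign, cut at about 17% in these data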
CRFBP-R2 block = blocks CRF-induced signaling of the CRF-BP/CRF-R2 complex; HEK293 CRF-R2/CRF-BP, CRF-induced calcium fluorescence; inhibition, % at 11.8 µM; hit rate 0.59% among 350,000; AID 588475;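 active means inhibition of the ligand-induced calcium signal above about 50% at the single tested concentration, limit read from the data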
GalR3 antag = human GalR3 antagonism; inhibition, % at 3 µM; O60755; hit rate 0.44% among 360,000; HEK293 GalR3-CNG cAMP membrane potential fluorescence; galR3 body fused to GalR1 C-terminus;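 active means inhibition above the screen-wide average plus 3 SD, cut at about 13% in these data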;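 further: forskolin and galanin both at EC90 stimulate the cells; cAMP rise reported by CNG channel membrane potential dye signal; 0% = forskolin plus galanin with DMSO and 100% = forskolin alone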
Target sequence (O60755 1-299 limits assumed): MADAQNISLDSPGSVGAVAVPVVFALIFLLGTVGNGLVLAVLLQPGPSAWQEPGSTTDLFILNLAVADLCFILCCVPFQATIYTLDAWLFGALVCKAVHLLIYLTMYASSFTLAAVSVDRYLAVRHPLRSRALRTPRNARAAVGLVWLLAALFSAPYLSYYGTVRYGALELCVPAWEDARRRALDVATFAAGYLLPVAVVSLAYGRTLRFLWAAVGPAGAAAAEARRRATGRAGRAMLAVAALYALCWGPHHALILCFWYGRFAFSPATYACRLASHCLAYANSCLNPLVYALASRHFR
MEKK3 PB1 HTS = raises or lowers MEK5 binding to the human MEKK3 PB1 domain. Q99759. bead-based flow cytometry, Alexa488-MEK5 binding to MEKK3; actives lie on both sides; 0 = blocked by unlabeled MEK5, 100 = vehicle. binding response (% of control), % at 10 µM. hit rate 1.4% among 290,000. AID 1529;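 active means binding response more than 3 SD above or below the average of its plate-row segment, actives on both sides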;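 further: Alexa488 bead fluorescence after subtracting the streptavidin-only scavenger bead signal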
CRFR2-BP ag = CRF-BP/CRF-R2 complex agonism; activation, % at 13.2 µM; HEK293 CRF-R2/CRF-BP, calcium dye fluorescence (FLIPR); percent of saturating CRF peptide response; hit rate 0.46% among 350,000; AID 588473;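 active means activation of at least 50%, plus an integration ratio under a set limit after plate pattern correction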;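 further: plate controls were neutral control wells without compound for no effect and CRF at EC100 for full effect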
IDE cell inh = inhibitors of human insulin-degrading enzyme in cells | hit rate 0.41% among 320,000 | inhibition, % at 5.59 µM | HEK cells, FAbetaB cleavage, fluorescence polarization | AID 434962;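 active means percent inhibition above the average of all tested compounds plus 3 SD, set per screening campaign, cut at about 16% in these data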;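 further: IDE supplied by intact live HEK cells; FP after avidin binding of uncleaved biotin substrate so inhibition keeps polarization high; 0% = DMSO wells and 100% = 60 µM reference IDE inhibitor Ii1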
p-CIP stab down = lowers stability of the mouse p/CIP coactivator protein; F442A p/CIP-EGFP cells, EGFP fluorescence, 16 h; Q05BA5; AID 1984; hit rate 0.01% among 290,000; decrease of EGFP signal, % at 10 µM;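 active means EGFP signal decrease of at least 30% at 10 µM or well 3 SD below plate mean, unless failing retest; inactive means the rest, including hits failing retest or dose response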; further: some compounds called inactive have numbers as strong as hits; many of its hits are not listed in these tables
* marks the source's active call; other numbers are inactive results; x = not tested or not shown; [ ] = remark or other dose.

Results follow in this order: PHOSPHO1 inh	CHRM4 PAM	IDE act	CRFBP-R2 block	GalR3 antag	MEKK3 PB1 HTS	CRFR2-BP ag	IDE cell inh	p-CIP stab down
- COc1ccccc1NC(=O)CCN1C(=O)C2C3CCC(C3)C2C1=O (centres undefined)
 : 48	0	8	0	-3	94	-1.4	5	6
- O=C(C[n+]1cccc(/C=N/O)c1)N1CCCCCC1
 : -8	-3	1	-2	-5	112	-2.4	0	-10
- CC1CC(C)CN(C(=O)COC(=O)c2cc([N+](=O)[O-])ccc2N2CCOCC2)C1 (centres undefined)
 : x	-2	4	14	-3	x	-0.9	-1	x
- CC1CCCC(C)N1/N=C/c1ccc(N(C)C)cc1 (centres undefined)
 : 53	-5	6	-17	3	92	0.8	0	-8
- CCC1SC2=NCCN2C1(O)c1ccc(Cl)cc1 (centres undefined)
 : 19	1	-2	0	-2	96	0.7	4	-2
- O=C(NCCCNC(=O)c1ccccc1)c1ccccc1
 : x	-2	x	12	-1	x	0.4	-10	x
- Cc1ccc(C(=O)C2CCN(CC(=O)Nc3ccc(N(C)C)cc3)CC2)cc1
 : 31	1	-4	12	-4	107	1.1	0	2
- COc1ccc(NC(=O)CN(C)C(=O)c2ccc(NC3CC3)c([N+](=O)[O-])c2)cc1
 : x	8	6	3	0	x	-1.9	-2	x
- CC(C)NC(=O)C1(c2ccccc2)CCOCC1
 : 45	-6	-1	-13	-1	85	2.0	-3	-3
- O=C(COc1ncnc2ccccc12)NCC1CCCO1 (centres undefined)
 : 17	0	5	-3	-4	96	0.8	4	-6
- NS(=O)(=O)c1ccc(NC(=O)COC(=O)COc2ccc(Br)cc2)cc1
 : -19	-5	8	19	0	104	-5.3	8	-6
- CC(/C=N/NC(=O)COc1ccccc1C)=N\NC(=O)COc1ccccc1C
 : 12	-4	-1	-3	-11	100	6.9	-1	-2
- Cc1ccc(S(=O)(=O)Nc2ccccc2-c2ccccc2)cc1
 : 1	-7	2	-6	-11	106	0.1	1	-3
- CC(C)CN(C(=O)CN1CCCCCC1)c1c(N)n(CC(C)C)c(=O)[nH]c1=O
 : 49	11	1	0	-5	101	2.1	9	-29
- COc1cc2c(cc1OC)C(C)N(S(=O)(=O)c1ccc(Cl)nc1)CC2 (centres undefined)
 : 17	-1	2	-7	3	100	-0.3	6	3

Exported as tab-separated lines: entries from further up
mol	PHOSPHO1 inh	CHRM4 PAM	IDE act	CRFBP-R2 block	GalR3 antag	MEKK3 PB1 HTS	CRFR2-BP ag	IDE cell inh	p-CIP stab down
Cc1ccc(C(=O)C2CCN(CC(=O)Nc3ccc(N(C)C)cc3)CC2)cc1	31	1	-4	12	-4	107	1.1	0	2
COc1ccc(NC(=O)CN(C)C(=O)c2ccc(NC3CC3)c([N+](=O)[O-])c2)cc1	x	8	6	3	0	x	-1.9	-2	x
CC(C)NC(=O)C1(c2ccccc2)CCOCC1	45	-6	-1	-13	-1	85	2.0	-3	-3
O=C(COc1ncnc2ccccc12)NCC1CCCO1 (centres undefined)	17	0	5	-3	-4	96	0.8	4	-6

Additional compounds
Results follow in this order: PHOSPHO1 inh	CHRM4 PAM	IDE act	CRFBP-R2 block	GalR3 antag	MEKK3 PB1 HTS	CRFR2-BP ag	IDE cell inh	p-CIP stab down
- C=CCc1cccc2cc(C(=O)N3CCN(c4ccccn4)CC3)c(=O)oc12
 : 16	10	2	13	-3	118	-2.6	3	-4
- CSc1ccc(CN(C)CC(=O)N(C)CC(=O)Nc2ccccc2Br)cc1
 : x	14	2	13	-7	x	-1.8	1	x
- COc1ccccc1NC(=O)C(=O)Nc1ccccn1
 : 18	-5	1	4	-2	105	0.1	-2	-10
- CCC(=O)Nc1c(C)cc(C)cc1Cl
 : -11	8	11	-28	-2	92	4.6	-2	-13
- Cn1c(SCC(=O)OC2CCCCC2)nnc1-c1ccc2c(c1)OCO2
 : -6	2	-12	-14	-5	93	-4.1	2	5
- O=C(O)CSCC(=O)Nc1ccc(-c2nc3ccccc3s2)cc1
 : 42	2	x	-7	-7	102	2.7	-1	-21
- O=C(NNC(=O)c1ccccc1O)c1ccc(NS(=O)(=O)c2ccc(F)cc2)cc1
 : x	12	5	-2	-2	x	-0.2	1	x
- C=CCSc1nnc(Cc2cc(=O)[nH]c(=O)[nH]2)n1-c1cc(C)ccc1C
 : 39	3	6	-10	-2	106	-2.4	0	-11
- CC(C)(C)n1nc2c(c1NC(=O)Cc1cccs1)CSC2
 : -5	x	x	x	x	107	x	-1	-2
- COc1ccc(N2CCN(C(=O)CNS(=O)(=O)c3ccc(C)cc3)CC2)cc1
 : 25	4	4	2	-4	98	-0.8	10	-3
- O=[N+]([O-])c1ccc(N2CCCCC2)cc1
 : 22	-8	x	28	-1	98	-5.2	-6	-20
- O=C(C1CCCN(Cc2nc(-c3ccc(Cl)cc3)no2)C1)N1CCOCC1 (centres undefined)
 : 0	-2	3	6	-8	81	0.4	5	-9
- NS(=O)(=O)c1ccccc1NC(=S)Nc1ccccc1S(N)(=O)=O
 : 43	-3	1	-3	-7	106	-0.4	2	1
- CCOC(=O)N/N=C/c1cc(OC)c(O)c(OC)c1
 : 5	-2	5	9	-2	94	-2.1	-6	2
- O=C(N/N=C/c1c(O)ccc2ccccc12)C(=O)N1CCCC1
 : x	7	x	4	-6	x	8.4	x	x

More structures:
Results follow in this order: PHOSPHO1 inh	CHRM4 PAM	IDE act	CRFBP-R2 block	GalR3 antag	MEKK3 PB1 HTS	CRFR2-BP ag	IDE cell inh	p-CIP stab down
- CC(=O)N1CCCc2cc(S(=O)(=O)Nc3ccccc3C)ccc21
 : 6	-6	7	13	-10	105	0.8	6	-1
- COc1ccc(C(=O)Nc2ccccc2C(=O)N/N=C/c2ccccn2)cc1OC
 : -8	-6	x	1	-1	96	1.0	-5	-6
- C[C@H](CO)N1C[C@H](C)[C@@H](CN(C)Cc2ccc(C(=O)O)cc2)Oc2c(NS(=O)(=O)c3cccs3)cccc2C1=O
 : x	13	0	24	-4	x	-2.7	4	x
- Cc1ccc(S(=O)(=O)N2CC(O)C[C@H]2C(=O)OCC(=O)Nc2ccc(N3CCOCC3)cc2)cc1C (some centres undefined)
 : x	5	5	8	-4	x	-2.2	x	x
- CC(=O)N1CCN(C(=S)c2ccc(Cl)cc2)CC1
 : -9	-4	3	18	1	95	-0.5	1	-7
- COc1ccc(OC)c(N(CC(=O)N2CCCC2)S(=O)(=O)c2ccc(C)cc2)c1
 : 32	-2	-2	11	-1	98	-0.8	3	1
- NC1=NC(=Nc2cccc(S(=O)(=O)N3CCOCC3)c2)c2ccccc21
 : 6	-2	1	0	-1	89	0.0	-3	1
- COc1ccccc1-c1cc(C(=O)N/N=C\c2cn(C)nc2C)c2ccccc2n1
 : -5	-15	5	-1	1	113	-0.2	8	5
- CCO/C(C)=N/n1c2nc3ccccc3nc2c2c(=O)n(C3CCCC3)c(C)nc21
 : 26	2	3	-3	-3	100	-1.0	5	-10
- CC(=O)c1cnc2c(-c3ccccc3)c(C)nn2c1C
 : 9	6	5	9	-2	106	0.5	3	-63
- COc1ccc(S(=O)(=O)NCc2ccncc2)cc1NC(=O)c1ccccc1F
 : x	-4	-2	-9	-1	x	1.4	2	x
- CCC1CCCCN1C(=O)COc1ccccc1NC(C)=O (centres undefined)
 : -3	-5	8	-4	3	99	-1.6	2	-4
- COc1ccccc1-c1sc2cc3c(cc2c1-c1ccc(OCCN2CCCCC2)cc1)OCO3
 : x	0	6	2	-4	x	1.3	-3	x
- CCn1nc(NS(=O)(=O)c2ccc(NC(C)=O)cc2)c2cc3cc(C)ccc3nc21
 : 6	13	-3	0	-7	98	-2.8	10	12
- c1ccc(Cn2nnnc2C(c2cccs2)N2CCCCCC2)cc1 (centres undefined)
 : 8	-11	2	40	2	94	0.3	-4	-3

Next section:
Results follow in this order: PHOSPHO1 inh	CHRM4 PAM	IDE act	CRFBP-R2 block	GalR3 antag	MEKK3 PB1 HTS	CRFR2-BP ag	IDE cell inh	p-CIP stab down
- COC(=O)c1c(NC(=O)CSc2nnc(C)c(=O)[nH]2)sc(C)c1C
 : 0	6	-1	-6	-6	100	2.6	5	-5
- O=C(CSc1nnc(-c2cccs2)o1)N1CCCCC1
 : 15	8	1	3	3	100	0.5	3	-10
- Cc1ccc(S(=O)(=O)c2nc(N3CCOCC3)sc2Cl)cc1
 : 24	8	1	6	-6	124*	-1.4	1	-10
- Cc1ccc(OCc2n[nH]c(=S)n2Cc2ccccc2)cc1
 : -59	0	-11	-11	-3	99	1.3	1	-5
- CCOC(=O)C1CCCN(C(=O)Nc2cccc(Cl)c2)C1 (centres undefined)
 : -1	11	0	0	-9	108	-1.1	1	6
- O=c1c2sccc2nc(SCc2ccc([N+](=O)[O-])cc2)n1Cc1ccccn1
 : -9	-13	0	9	-1	63*[inhibitor]	-0.1	1	-8
- O=C1CCC(C(=O)N2CCN(c3ccc(F)cc3)CC2)CN1CC1CCCCC1 (centres undefined)
 : 20	-1	-2	-25	-3	100	1.7	3	-6

3 of the compounds above, as tab-separated lines:
structure	PHOSPHO1 inh	CHRM4 PAM	IDE act	CRFBP-R2 block	GalR3 antag	MEKK3 PB1 HTS	CRFR2-BP ag	IDE cell inh	p-CIP stab down
CCOC(=O)C1CCCN(C(=O)Nc2cccc(Cl)c2)C1 (centres undefined)	-1	11	0	0	-9	108	-1.1	1	6
O=c1c2sccc2nc(SCc2ccc([N+](=O)[O-])cc2)n1Cc1ccccn1	-9	-13	0	9	-1	63*[inhibitor]	-0.1	1	-8
O=C1CCC(C(=O)N2CCN(c3ccc(F)cc3)CC2)CN1CC1CCCCC1 (centres undefined)	20	-1	-2	-25	-3	100	1.7	3	-6
